Tn6 DDE FP = DD(E)-Tn6 binding inhibition, primary FP screen; actives 0.21% (n = 370,000); P02675; Fibrin DD(E) TRITC-Tn6 fluorescence polarization displacement; inhibition, % at 8.3 µM;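 active = inhibition above a per-campaign cutoff: mean of compounds within control limits plus 3 SD, cut at about 15% in these data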;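 also: 0% = median of all compound wells on the plate and 100% = blocking peptide control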
Target sequence (P02675 whole entry, looked up): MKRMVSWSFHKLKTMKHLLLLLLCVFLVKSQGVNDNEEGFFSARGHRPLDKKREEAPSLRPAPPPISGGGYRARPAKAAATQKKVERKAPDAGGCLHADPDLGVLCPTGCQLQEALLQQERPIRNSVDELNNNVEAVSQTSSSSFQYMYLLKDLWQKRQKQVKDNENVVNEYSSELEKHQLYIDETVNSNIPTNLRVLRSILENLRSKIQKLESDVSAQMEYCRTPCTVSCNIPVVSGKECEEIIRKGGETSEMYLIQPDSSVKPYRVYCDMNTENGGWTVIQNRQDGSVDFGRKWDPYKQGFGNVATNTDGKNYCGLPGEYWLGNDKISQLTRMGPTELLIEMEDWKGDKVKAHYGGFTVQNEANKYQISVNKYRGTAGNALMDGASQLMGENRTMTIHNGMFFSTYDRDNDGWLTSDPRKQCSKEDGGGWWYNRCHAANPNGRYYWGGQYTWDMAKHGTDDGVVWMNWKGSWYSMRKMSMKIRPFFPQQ
PLC-beta3 inh = blocks human PLC-beta3 enzyme activity; Purified PLC-beta3, fluorogenic substrate, fluorescence; AID 720704; actives 0.18% (n = 370,000); inhibition, % at 12.2 µM; Q01970; in the data active = inhibition above about 11%;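 also: 0% = median of compound wells on plate and 100% = full blocker control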
PLCg1 inh = inhibitors of human phospholipase C gamma1; purified PLC-gamma1, fluorogenic substrate, fluorescence; actives 0.84% (n = 370,000); P19174; inhibition, % at 12.2 µM; in the data active = inhibition above about 9.5%
proKLK7 act = activators of human kallikrein-7 zymogen; P49862; purified proKLK7, EDANS-DABCYL substrate fluorescence; 100% is mature enzyme control, 0% vehicle; activation, % at 7 µM; actives 0.9% (n = 370,000); AID 652039;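 active = activation above the mean of all tested compounds plus 3 SD, computed per campaign excluding outliers beyond control limits, cut at about 13% in these data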
UHRF1 binding = human UHRF1 methylated DNA binding inhibitors. actives 0.75% (n = 370,000). AID 687016. UHRF1 binding to methylated oligo, TR-FRET. inhibition, % at 4.4 µM. Q96T88; in the data active = inhibition above about 21%;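 also: UHRF1 SRA domain binding a hemimethylated CpG hairpin DNA probe; 0% = median of test compound wells and 100% = reference inhibitor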
sPLA2-III inh = Inhibits HGIII-sPLA2 liposome hydrolysis, primary screen. Q9NZ20. QFRET BODIPY PC-A2 liposome hydrolysis, fluorescence. inhibition, % at 12.2 µM. actives 0.56% (n = 370,000). AID 743126;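 active = inhibition above mean plus 3 SD of compounds lying within the high and low control bounds, cut at about 19% in these data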;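 also: 0% = median of test compound wells and 100% = no enzyme DMSO wells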
Rev-erbA mod = Rev-erb alpha (human) modulation; actives 0.79% (n = 370,000); AID 1259318; activity, % at 10 µM; Rev-erbα–FITC-DNA binding, fluorescence polarization, 90 min; P20393;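 active = activity above about 14%, limit read from the data; passing the limit was not always enough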;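 also: 0% = DMSO wells with 35 nM protein and 100% = DMSO wells with 750 nM protein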
ARFGAP1 inh = inhibitors of rat ARFGAP1; Arfgap1-stimulated ARF1 GTP hydrolysis, GDP FP detection; inhibition, % at 16.5 µM; actives 0.26% (n = 360,000); AID 651572;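 active = inhibition above a per-plate limit, mean inhibition of low control wells plus 3 SD, cut at about 25% in these data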;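 also: 0% = DMSO wells with enzyme and 100% = wells lacking Arfgap1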
Target sequence (Q62848 1-136 limits assumed): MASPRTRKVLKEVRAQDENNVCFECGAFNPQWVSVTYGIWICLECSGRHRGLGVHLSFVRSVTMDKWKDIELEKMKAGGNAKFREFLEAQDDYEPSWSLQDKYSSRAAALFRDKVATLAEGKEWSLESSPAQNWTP
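Material: truncated rat Arfgap1 GAP domain; Incubation: compound-enzyme preincubation 20 min, reaction 120 min, detection 60 min, 25 °C; Read-out: percent inhibition of Arfgap1-stimulated GTP hydrolysis; Technique: FP, GDP Alexa 633 tracer displaced from anti-GDP antibody, 620/688 nm; Controls: No-Arfgap1 wells (100%) versus DMSO full-reaction wells (0%); Replication: single well per compound.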
DDE Tn7 FP inh = inhibitors of Tn7 peptide binding to human fibrin DD(E). AID 720508. inhibition, % at 8.3 µM. P02675. actives 0.13% (n = 370,000). FP displacement of FITC-Tn7 peptide from fibrin DD(E); 0% = median of compound wells per plate;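 active = inhibition above the mean of compounds falling within the control limits plus 3 SD of them, cut at about 14% in these data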;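 also: 0% = plate median of compound wells and 100% = 10 µM Aha-Tn7 peptide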
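System: human fibrin DD(E); quantity: Fibrin-DD(E) at 2 µM final; also added: fluorescent Tn7 probe at 0.1 µM; compound dosing: single nominal test concentration of 8.3 µM per compound; schedule: 10 min preincubation, 3 h with tracer, room temperature; detection: fluorescence polarization of the labelled Tn7 tracer; repeats: one replicate per compound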
ASAP1 inh = inhibitors of human ASAP1 ArfGAP activity; ASAP1-stimulated ARF1 GTP hydrolysis, GDP FP detection; inhibition, % at 16.5 µM; actives 0.19% (n = 360,000); in the data active = inhibition above about 25%;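 also: 0% = vehicle with enzyme and substrate and 100% = no enzyme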
Target sequence (Q9ULH1 325-724 limits assumed): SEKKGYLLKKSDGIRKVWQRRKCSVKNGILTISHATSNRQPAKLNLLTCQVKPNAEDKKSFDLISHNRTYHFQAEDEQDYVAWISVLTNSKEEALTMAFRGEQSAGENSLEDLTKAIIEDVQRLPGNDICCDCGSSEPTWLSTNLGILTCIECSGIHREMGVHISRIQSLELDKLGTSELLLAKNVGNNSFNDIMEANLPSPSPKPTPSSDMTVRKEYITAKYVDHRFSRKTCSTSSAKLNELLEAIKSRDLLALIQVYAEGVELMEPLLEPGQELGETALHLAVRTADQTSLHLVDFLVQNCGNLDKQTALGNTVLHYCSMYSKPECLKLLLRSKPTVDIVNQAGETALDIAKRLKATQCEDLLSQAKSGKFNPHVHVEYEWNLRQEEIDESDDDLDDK
Starred values were filed as active, the others as inactive. Hits appear at their usual frequency; overall some 4.5% were active at least once.

Results for CCc1nnc(NC(=O)CSc2nnc(C(C)NC(=O)c3ccccc3)n2C)s1 (stereo not given) ?
Tn6 DDE FP: -2; PLC-beta3 inh: -5; PLCg1 inh: -1; proKLK7 act: -0.1; UHRF1 binding: -3; sPLA2-III inh: 6; Rev-erbA mod: 1; ARFGAP1 inh: -6; DDE Tn7 FP inh: -1; ASAP1 inh: 1

Results for CCCCCc1nc2c(c(=O)c3ccccc3n2C)c(=O)n1Cc1ccc(OC)cc1 ?
Tn6 DDE FP: -6; PLC-beta3 inh: -3; PLCg1 inh: -1; proKLK7 act: 0.3; UHRF1 binding: -3; sPLA2-III inh: 0; Rev-erbA mod: 67*; ARFGAP1 inh: -6; DDE Tn7 FP inh: 5; ASAP1 inh: 3

What do the screens show for `CC1Cn2c(CCc3ccccc3)nnc2S1` (stereo not given)?
Tn6 DDE FP: -4; PLC-beta3 inh: -2; PLCg1 inh: 0; proKLK7 act: 0.3; UHRF1 binding: 1; sPLA2-III inh: 2; Rev-erbA mod: -2; ARFGAP1 inh: -2; DDE Tn7 FP inh: -2; ASAP1 inh: -10

What do the screens show for `CC(C)(C)NC(=O)C(c1cc2ccccc2o1)n1c(=O)c(-c2ccco2)nc2ccccc21` (stereo not given)?
Tn6 DDE FP: 0; PLC-beta3 inh: -111; PLCg1 inh: -65; proKLK7 act: -2.7; UHRF1 binding: -7; sPLA2-III inh: 9; Rev-erbA mod: -2; ARFGAP1 inh: -6; DDE Tn7 FP inh: 0; ASAP1 inh: 16

Results for CCCCCCSc1ccc(-c2nc3ccc(Cl)cn3c2NC2CCCCC2)cc1 ?
Tn6 DDE FP: 1; PLC-beta3 inh: -36; PLCg1 inh: -25; proKLK7 act: 0.0; UHRF1 binding: 0; sPLA2-III inh: -2; Rev-erbA mod: 23*; ARFGAP1 inh: -5; DDE Tn7 FP inh: 2; ASAP1 inh: -6

What do the screens show for `CCOC(=O)c1ccc(S(=O)(=O)NC2CC2)cc1`?
Tn6 DDE FP: -9; PLC-beta3 inh: -1; PLCg1 inh: 0; proKLK7 act: 0.1; UHRF1 binding: -2; sPLA2-III inh: 3; Rev-erbA mod: -1; ARFGAP1 inh: -2; DDE Tn7 FP inh: -2; ASAP1 inh: -5

What do the screens show for `Cc1ccc(-c2noc(C3CCN(S(C)(=O)=O)CC3)n2)o1`?
Tn6 DDE FP: 2; PLC-beta3 inh: 1; PLCg1 inh: 0; proKLK7 act: 0.6; UHRF1 binding: 1; sPLA2-III inh: 5; Rev-erbA mod: 0; ARFGAP1 inh: -3; DDE Tn7 FP inh: -1; ASAP1 inh: 3

How did COC(=O)c1cc(-c2ccc(OC)c(OC)c2)on1 do in these assays?
Tn6 DDE FP: -2; PLC-beta3 inh: 3; PLCg1 inh: 2; proKLK7 act: 0.8; UHRF1 binding: -3; sPLA2-III inh: 2; Rev-erbA mod: 2; ARFGAP1 inh: 5; DDE Tn7 FP inh: -4; ASAP1 inh: -10

What do the screens show for `C=CCN1C=C2C(=O)C(C)(OC(=O)CCc3ccccc3)C(=O)C=C2C=C1c1ccc(C#N)cc1` (stereo not given)?
Tn6 DDE FP: 1; PLC-beta3 inh: -98; PLCg1 inh: -57; proKLK7 act: 0.0; UHRF1 binding: 2; sPLA2-III inh: 1; Rev-erbA mod: 1; ARFGAP1 inh: -1; DDE Tn7 FP inh: 7; ASAP1 inh: 1

How did CCn1cc(/C=N\NC(=O)c2ccc(F)cc2)cn1 do in these assays?
Tn6 DDE FP: 4; PLC-beta3 inh: -4; PLCg1 inh: -1; proKLK7 act: 0.0; UHRF1 binding: -2; sPLA2-III inh: 5; Rev-erbA mod: -4; ARFGAP1 inh: 6; DDE Tn7 FP inh: 3; ASAP1 inh: 7

What do the screens show for `CCOC(=O)c1ccc(N2C(=O)c3n[nH]c(C)c3C2c2ccc(OC)cc2)cc1` (stereo not given)?
Tn6 DDE FP: -8; PLC-beta3 inh: 2; PLCg1 inh: 1; proKLK7 act: 0.3; UHRF1 binding: 3; sPLA2-III inh: -26; Rev-erbA mod: 1; ARFGAP1 inh: 1; DDE Tn7 FP inh: 2; ASAP1 inh: 19

How did O=C1CCC2(CCCCC2)N1 do in these assays?
Tn6 DDE FP: -12; PLC-beta3 inh: 0; PLCg1 inh: 2; proKLK7 act: 0.1; UHRF1 binding: 1; sPLA2-III inh: -1; Rev-erbA mod: 10; ARFGAP1 inh: -17; DDE Tn7 FP inh: -2; ASAP1 inh: 14

What do the screens show for `Cc1ccc(S(=O)(=O)N2[C@@H](c3ccc(C(C)(C)C)cc3)C(C(=O)O)=CC[C@H]2c2ccc(Cl)c(Cl)c2)cc1`?
Tn6 DDE FP: -1; PLC-beta3 inh: -3; PLCg1 inh: 1; proKLK7 act: 0.0; UHRF1 binding: -3; sPLA2-III inh: -23; Rev-erbA mod: -6; ARFGAP1 inh: -9; DDE Tn7 FP inh: -4; ASAP1 inh: -14

Results for O=C(CSc1nnc2ccccn12)Nc1cccc(S(=O)(=O)N2CCOCC2)c1 ?
Tn6 DDE FP: 5; PLC-beta3 inh: 1; PLCg1 inh: 5; proKLK7 act: -0.3; UHRF1 binding: 4; sPLA2-III inh: 5; Rev-erbA mod: 0; ARFGAP1 inh: 0; DDE Tn7 FP inh: -1; ASAP1 inh: 4

How did COc1ccc(CCC(=O)Nc2nc3ccccc3[nH]2)cc1OC do in these assays?
Tn6 DDE FP: 7; PLC-beta3 inh: -1; PLCg1 inh: -1; proKLK7 act: -0.8; UHRF1 binding: 1; sPLA2-III inh: 3; Rev-erbA mod: -4; ARFGAP1 inh: -8; DDE Tn7 FP inh: 2; ASAP1 inh: -5

What do the screens show for `O=C(COC(=O)COc1ccc2c(c1)CCC2)Nc1ccccc1`?
Tn6 DDE FP: 0; PLC-beta3 inh: -9; PLCg1 inh: -1; proKLK7 act: 0.9; UHRF1 binding: -3; sPLA2-III inh: 5; Rev-erbA mod: 2; ARFGAP1 inh: 4; DDE Tn7 FP inh: -1; ASAP1 inh: 2

What do the screens show for `CC(NC(=O)c1cccc(OC2CCN(C3CCN(C)CC3)CC2)c1)c1ccccc1` (stereo not given)?
Tn6 DDE FP: 0; PLC-beta3 inh: -2; PLCg1 inh: -1; proKLK7 act: 0.2; UHRF1 binding: 0; sPLA2-III inh: -3; Rev-erbA mod: -1; ARFGAP1 inh: -2; DDE Tn7 FP inh: -8; ASAP1 inh: -7

What do the screens show for `O=C(NCCc1ccccn1)c1ccc2nc(Cc3ccccc3F)oc2c1`?
Tn6 DDE FP: -5; PLC-beta3 inh: -7; PLCg1 inh: 3; proKLK7 act: -0.6; UHRF1 binding: 4; sPLA2-III inh: 1; Rev-erbA mod: -1; ARFGAP1 inh: 15; DDE Tn7 FP inh: -4; ASAP1 inh: 12

What do the screens show for `CCOC(=O)C1CCN(C(=O)Cn2nc(CC)n3cccc3c2=O)CC1`?
Tn6 DDE FP: 7; PLC-beta3 inh: 1; PLCg1 inh: 5; proKLK7 act: -0.1; UHRF1 binding: -1; sPLA2-III inh: 5; Rev-erbA mod: -3; ARFGAP1 inh: -1; DDE Tn7 FP inh: -2; ASAP1 inh: -9

Results for CCOc1cc(CN2CCN(C(=O)CC(C)C)CC2)ccc1OC ?
Tn6 DDE FP: 0; PLC-beta3 inh: -1; PLCg1 inh: 1; proKLK7 act: -0.5; UHRF1 binding: 7; sPLA2-III inh: -2; Rev-erbA mod: -2; ARFGAP1 inh: 11; DDE Tn7 FP inh: -1; ASAP1 inh: -4

What do the screens show for `CN(C)C(=O)C[n+]1ccc(C(N)=O)cc1`?
Tn6 DDE FP: -7; PLC-beta3 inh: -7; PLCg1 inh: -4; proKLK7 act: 0.7; UHRF1 binding: 5; sPLA2-III inh: 11; Rev-erbA mod: 0; ARFGAP1 inh: -13; DDE Tn7 FP inh: 4; ASAP1 inh: -7

Results for Cc1ccc(NC(=O)CSc2nnc(CNC(=O)c3ccco3)n2C)c(C)c1 ?
Tn6 DDE FP: 2; PLC-beta3 inh: 0; PLCg1 inh: 4; proKLK7 act: -0.3; UHRF1 binding: 3; sPLA2-III inh: -1; Rev-erbA mod: 6; ARFGAP1 inh: -6; DDE Tn7 FP inh: 7; ASAP1 inh: -13

How did CCOc1ccc(S(=O)(=O)N2CCOCC2)cc1NC(=O)CN1C(=O)NC2(CCCC2)C1=O do in these assays?
Tn6 DDE FP: -1; PLC-beta3 inh: 3; PLCg1 inh: 4; proKLK7 act: 0.3; UHRF1 binding: -2; sPLA2-III inh: -1; Rev-erbA mod: -6; ARFGAP1 inh: 13; DDE Tn7 FP inh: -4; ASAP1 inh: 2

What do the screens show for `COc1ccc(C(=O)/C=C/c2ccc(OC3CSC3)cc2)cc1OC`?
Tn6 DDE FP: -11; PLC-beta3 inh: -6; PLCg1 inh: -5; proKLK7 act: -0.6; UHRF1 binding: 2; sPLA2-III inh: 3; Rev-erbA mod: -3; ARFGAP1 inh: 7; DDE Tn7 FP inh: 10; ASAP1 inh: 8

How did Cc1noc(C)c1NC(=O)N(C)C[C@H]1Oc2ccc(NS(=O)(=O)c3ccccc3)cc2C(=O)N([C@H](C)CO)C[C@@H]1C do in these assays?
Tn6 DDE FP: -2; PLC-beta3 inh: 0; PLCg1 inh: 1; proKLK7 act: 0.5; UHRF1 binding: 8; sPLA2-III inh: 4; Rev-erbA mod: -4; ARFGAP1 inh: 2; DDE Tn7 FP inh: 6; ASAP1 inh: -1

Results for COc1ccc(NC(=O)CSc2nc3ccc(OC)cc3[nH]2)cc1 ?
Tn6 DDE FP: 0; PLC-beta3 inh: -7; PLCg1 inh: 4; proKLK7 act: 0.7; UHRF1 binding: 1; sPLA2-III inh: -20; Rev-erbA mod: 3; ARFGAP1 inh: -7; DDE Tn7 FP inh: 5; ASAP1 inh: -4

Pulled by structure from the list above, 3 records:
What do the screens show for `COc1ccc(C(=O)/C=C/c2ccc(OC3CSC3)cc2)cc1OC`?
Tn6 DDE FP: -11; PLC-beta3 inh: -6; PLCg1 inh: -5; proKLK7 act: -0.6; UHRF1 binding: 2; sPLA2-III inh: 3; Rev-erbA mod: -3; ARFGAP1 inh: 7; DDE Tn7 FP inh: 10; ASAP1 inh: 8

Results for COc1ccc(NC(=O)CSc2nc3ccc(OC)cc3[nH]2)cc1 ?
Tn6 DDE FP: 0; PLC-beta3 inh: -7; PLCg1 inh: 4; proKLK7 act: 0.7; UHRF1 binding: 1; sPLA2-III inh: -20; Rev-erbA mod: 3; ARFGAP1 inh: -7; DDE Tn7 FP inh: 5; ASAP1 inh: -4

How did CCOc1ccc(S(=O)(=O)N2CCOCC2)cc1NC(=O)CN1C(=O)NC2(CCCC2)C1=O do in these assays?
Tn6 DDE FP: -1; PLC-beta3 inh: 3; PLCg1 inh: 4; proKLK7 act: 0.3; UHRF1 binding: -2; sPLA2-III inh: -1; Rev-erbA mod: -6; ARFGAP1 inh: 13; DDE Tn7 FP inh: -4; ASAP1 inh: 2
